Screens (PubChem BioAssay)
Giardia killer = Small Molecules that selectively kill Giardia lamblia: qHTS | AID 540267, 2011 | Giardia lamblia trophozoite viability | activity change, % at 7.66 µM, hits read low | actives 0.15% (n = 340,000); in the data active = activity change below about -80%; inconclusive = between about -30% and that limit;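 also: parasites exposed to compound for two days anaerobically before the ATP read; % is scaled to controls: 0 for no effect and ±100 for the full control effect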
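Luminescent ATP signal served as the viability read-out, measured 15-30 min after adding ATP detection reagent to trophozoites that had been incubated with compounds for 48 hrs at 37 deg C anaerobically at 100 cells/well.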
B2AR arrestin = qHTS assay of beta-arrestin-biased ligands of beta2-adrenergic receptor; beta-arrestin recruitment to beta2AR, cell-based reporter; Potency, µM (highest dose often 46.1 µM), for the others: top-dose activation, hits mostly activators; AID 492947, 2010; actives 0.02% (n = 330,000); Beta-2 adrenergic receptor (Homo sapiens), P07550;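 also: potency is read from the fitted curve at half-maximal effect; 0% = DMSO controls and full agonism = EC100 isoproterenol or metaproterenol; nearly all actives have a fitted effect of over 65% in size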
Menin-MLL TR inh = qHTS Assay for Inhibitors Targeting the Menin-MLL Interaction in MLL Related Leukemias: Competition With Texas Red Labeled MLL-derived Mutant Peptide. O00255. Menin + Texas Red MLL mutant peptide, fluorescence polarization. Potency, µM (highest dose often 61.6 µM), for inactives: at the highest dose FP activity change, negative = inhibition, hits mostly inhibitors. actives 0.23% (n = 270,000). AID 1768, 2009; active = well fitted inhibition curve with a large enough effect in the polarisation, with a control signal flat, not every such curve was filed as active; inconclusive = small, poorly fitted or top-dose-only effect, or effect the other way, or a change in a side signal; inactive = no such curve, though single readings can be large or run the other way; the % refers to the polarisation; also: potency is read from the fitted curve at half-maximal effect; % of control where 0% means no effect; many of its hits are not listed in these tables
Coupling enz = qHTS Assay for Inhibitors of Fructose-1,6-bisphosphate Aldolase from Giardia Lamblia: Coupling assay counterscreen; coupling enzyme system counterscreen, AmpLite Red fluorescence; activity change, negative = inhibition, % at 58.2 µM, hits read low; AID 2472, 2010; actives 0.67% (n = 290,000); in the data active = activity change below about -30%; also: % is scaled to controls: 0 for no effect and ±100 for the full control effect
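Fluorescence at 525 nm excitation and 598 nm emission measured inhibition of the coupled detection system without aldolase. Compounds (at 57.5 uM final) were preincubated 10 min at room temperature with coupling enzyme reagent before a 20 min substrate/AmpLite Red step.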
CXXC DNA block = qHTS Fluorescence Polarization Assay for Inhibitors of MLL CXXC domain - DNA interaction | AID 2662, 2010 | MLL-CXXC / FITC-HOXA9 DNA fluorescence polarization | actives 0.037% (n = 290,000) | Potency, µM (titrated, usually from 115 µM), inactives show top-dose activity change, negative = inhibition, most hits filed as inhibitors | Histone-lysine N-methyltransferase 2A (Homo sapiens), Q03164; active = well fitted inhibition curve with a large enough effect in the polarisation, with a control signal flat, not every such curve was filed as active; inconclusive = small, poorly fitted or top-dose-only effect, or effect the other way, or a change in a side signal; inactive = no such curve, though single readings can be large or run the other way; the % refers to the polarisation; also: potency is read from the fitted curve at half-maximal effect
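Steps: dispense CXXC domain solution (7 uM) → pin compounds or unlabeled HOX-A9 DNA control → 5 min ambient → add FLSN-HOX-A9 solution (50 nM) → spin → 30 min ambient → fluorescence polarization. Tris pH 7.5/NaCl/DTT/BSA buffer.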
PKM2 activator = qHTS Assay for Activators of Human Muscle isoform 2 Pyruvate Kinase; Pyruvate kinase PKM (Homo sapiens), P14618; purified PKM2, Kinase-Glo ATP luminescence, activation; response scale: 0% is enzyme alone, no compound; Potency, µM (titrated, usually from 57.5 µM), for the others: at the top dose activation, actives largely listed as activators; actives 0.34% (n = 260,000); also: potency is read from the fitted curve at half-maximal effect; % is scaled to controls: 0 for no effect and ±100 for the full control effect; nearly all actives have a fitted effect of over 55% in size
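Purified hPK-M2 (>95% pure) converted ADP (0.1 mM final) to ATP with 0.5 mM PEP in 50 mM imidazole pH7.2, KCl, MgCl2, Tween 20, BSA; 1 h at room temperature. ATP detected by Kinase-Glo luminescence.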
USP2a block = qHTS Assay for Inhibitors of Ubiquitin-specific Protease USP2a Using CHOP2 as the Reporter; Ubiquitin carboxyl-terminal hydrolase 2 (Homo sapiens), O75604; AID 463254, 2010; Potency, µM (top dose mostly 38.3 µM), for inactives: at the top dose activity change, negative = inhibition, most hits filed as inhibitors; actives 0.01% (n = 330,000); USP2 core, Ub-CHOP2 coupled fluorogenic reporter, 485/531;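 also: potency is read from the fitted curve at half-maximal effect; plate controls were DMSO wells for no effect and full inhibition by NEM control for full effect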
Target sequence (O75604 whole entry, looked up): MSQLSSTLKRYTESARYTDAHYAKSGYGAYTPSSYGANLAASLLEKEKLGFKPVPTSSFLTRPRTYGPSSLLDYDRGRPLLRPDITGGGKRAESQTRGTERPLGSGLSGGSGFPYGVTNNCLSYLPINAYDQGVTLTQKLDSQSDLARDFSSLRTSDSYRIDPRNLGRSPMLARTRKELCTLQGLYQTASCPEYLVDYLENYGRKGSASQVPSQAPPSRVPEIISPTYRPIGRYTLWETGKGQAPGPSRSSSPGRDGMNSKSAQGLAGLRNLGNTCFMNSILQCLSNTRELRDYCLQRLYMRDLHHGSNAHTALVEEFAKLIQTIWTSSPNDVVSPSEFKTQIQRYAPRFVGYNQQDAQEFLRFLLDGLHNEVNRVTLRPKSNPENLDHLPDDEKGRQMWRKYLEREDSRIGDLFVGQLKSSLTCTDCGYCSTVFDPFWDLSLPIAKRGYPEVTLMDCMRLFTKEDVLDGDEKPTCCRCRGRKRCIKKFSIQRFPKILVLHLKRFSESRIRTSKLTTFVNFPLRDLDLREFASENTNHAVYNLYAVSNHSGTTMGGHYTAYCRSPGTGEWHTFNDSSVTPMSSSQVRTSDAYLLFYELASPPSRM
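Deubiquitinase activity read as fluorescence (485/531 nm) after Ub-CHOP2 cleavage activates the enterokinase reporter on its substrate; USP2 core 10nM, Ub-CHOP2 and substrate 25nM each, 30min compound preincubation then 60min RT; data normalized to NEM, curves fitted.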
TRPV1 agonist = HTS Assay for Compounds that Act as Agonists of the Vanilloid Receptor 1; Transient receptor potential cation channel subfamily V member 1 (Homo sapiens), Q8NER1; TRPV1-expressing cells, Fluo-8 calcium influx, agonist mode; activation, % at 8.33 µM; actives 0.19% (n = 320,000); AID 540275, 2011; in the data active = activation above about 80%; inconclusive = between about 30% and that limit; also: 0% is about no effect
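TRPV1-expressing cells were cultured overnight at 35.5C and loaded with Fluo-8 calcium dye for 40 to 90 min at room temperature. After a 10 s baseline, compound was added and calcium influx was read kinetically for 3 min (ex 480/em 520 nm).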
GALK inh = qHTS Assay for Inhibitors of Human Galactokinase (GALK); P51570; Purified GALK, Kinase-Glo residual ATP luminescence; Potency, µM (highest dose often 57.5 µM), without a hit: at the highest dose activity change, negative = inhibition, usual class: inhibitors; actives 0.007% (n = 270,000); AID 1868, 2009; also: potency is read from the fitted curve at half-maximal effect; % is scaled to controls: 0 for no effect and ±100 for the full control effect
Target sequence (P51570 whole entry, looked up): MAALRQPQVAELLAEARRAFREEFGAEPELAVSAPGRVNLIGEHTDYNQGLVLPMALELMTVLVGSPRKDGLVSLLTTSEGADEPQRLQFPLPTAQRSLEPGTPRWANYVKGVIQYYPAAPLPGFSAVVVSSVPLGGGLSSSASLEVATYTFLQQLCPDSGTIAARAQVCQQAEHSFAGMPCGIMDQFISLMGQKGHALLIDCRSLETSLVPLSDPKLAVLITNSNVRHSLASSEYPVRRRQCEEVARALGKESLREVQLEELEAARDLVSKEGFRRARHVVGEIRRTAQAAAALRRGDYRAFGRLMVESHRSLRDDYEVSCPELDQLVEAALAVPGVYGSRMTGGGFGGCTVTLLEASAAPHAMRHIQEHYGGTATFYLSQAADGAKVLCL
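The enzyme phosphorylates galactose (100 uM) using ATP (35 uM); inhibition is detected as higher residual ATP, quantified by bioluminescence after 1 h reaction at room temperature, pH 8.0.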
KCNH2 3.1 inh = qHTS for Inhibitors of KCHN2 3.1: Mutant qHTS; Potassium voltage-gated channel subfamily H member 2, brain isoform KCNH2 3.1 (human); U2OS KCNH2 3.1, thallium flux FluxOr; hits give low values; activity change, % (tested at about 1.8 µM); actives 0.95% (n = 340,000); AID 720553, 2013;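 active = maximum activity change below -70%; inconclusive = maximum activity change from -70% to -50%; inactive = maximum activity change above -50%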;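 also: thallium influx rate constant from kinetic fluorescence after stimulation buffer; % is scaled to controls: 0 for no effect and ±100 for the full control effect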
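Channel expression came from 3.1 mutant virus (1.77 x 10^8 /mL) applied to suspended U2OS cells for 4 h. Flux was tracked with FluxOr dye plus Red40 quencher, and kinetic rate constants normalized to controls.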
hERG WT inh = qHTS for Inhibitors of KCHN2 3.1: Wildtype qHTS. Voltage-gated inwardly rectifying potassium channel KCNH2 (Homo sapiens), Q12809. U2OS, BacMam KCNH2, thallium flux FluxOr; hits give low values. activity change, % at 1.84 µM. actives 0.37% (n = 340,000);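 active = maximum activity change below -70%; inconclusive = maximum activity change between -70% and -50%; inactive = maximum activity change above -50%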; also: % is scaled to controls: 0 for no effect and ±100 for the full control effect
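U2OS cells were transduced with wild-type KCNH2 virus (2.03 x 10^8 / mL) for 4 h at room temperature, then cultured overnight at 37 C. Thallium flux was read with FluxOr dye. Rate constants were normalized to DMSO controls.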
* = called active by the depositor; u = inconclusive; x = not tested or not shown; [ ] = remark or other dose. Unless noted, calls follow the shape of the dose curve; as a rule, active = well fitted curve in the direction sought with a large enough effect; inconclusive = small, poorly fitted or top-dose-only effect, or another doubt; inactive = no such curve, though single readings can be large; an effect the other way counts as inactive or inconclusive. This is a subset, so the mix of outcomes need not match the whole.

Screens in order: Giardia killer	B2AR arrestin	Menin-MLL TR inh	Coupling enz	CXXC DNA block	PKM2 activator	USP2a block	TRPV1 agonist	GALK inh	KCNH2 3.1 inh	hERG WT inh
COC(=O)C1=C(N)c2ccccc2C1(C#N)c1ccccc1 (stereo unspecified)
    1	0.0%	u	-20	-10%	15%	-8%	5	1%	-6	0
CCNC(=O)CN1c2cccc3cccc(c23)S1(=O)=O
    -4	0.4%	-20%	-4	1%	2%	-1%	1	-2%	-6	3
COc1ccc(OCc2n[nH]c(=S)n2N)cc1
    -9	0.2%	-14%	2	4%	-31%	2%	2	5%	5	1
COc1ccc(NC(=O)c2ccc(COCC(F)(F)C(F)F)cc2)cc1
    -2	-2.2%	9%	5	9%	2%	5%	u	0%	1	-18
CC1CCN(S(=O)(=O)c2nnc(NC(=O)c3ccccc3Br)s2)CC1
    1	-0.5%	u	11	x	0%	1%	1	x	-2	5
CCO/N=C1\C(=O)N(c2ccccc2)c2ccccc21
    u	-0.8%	u	3	2%	1%	0%	3	1%	0	-1
COc1ccccc1OCCCC(=O)Nc1nnc(C2CCCO2)s1 (stereo unspecified)
    -20	-0.8%	x	x	-2%	-1%	-2%	2	2%	9	3
Cc1c(C(=O)Nc2ccccc2F)sc2ncn(CC(=O)N3CCCCC3)c(=O)c12
    -16	-0.4%	4%	2	-3%	-7%	-2%	-1	0%	6	0
COc1cccc(N2CCN(C(=O)c3ccc(CS(=O)Cc4ccccc4Cl)o3)CC2)c1 (stereo unspecified)
    20	-0.1%	-9%	-2	2%	x	0%	-2	1%	-7	0
O=C(c1ccc(F)cc1)C1CCN(C(=O)c2ccccc2)CC1
    16	-0.3%	-4%	-2	1%	0%	0%	5	-2%	6	-11
CC(C)N(C(=O)CSc1ncnc2sc(-c3ccccc3)cc12)C(C)C
    -5	0.0%	-9%	1	-3%	4%	3%	2	1%	-18	-10
COc1ccc(-c2csc(-c3[nH]cnc3N)n2)cc1
    -4	-0.5%	u	-1	19%	1%	2%	-2	3%	-10	4
Cc1cccc(C(=O)N2CCNC(=O)C2CC(=O)Nc2cccc(Cl)c2)c1 (stereo unspecified)
    -5	-0.4%	x	x	23%	-3%	-1%	1	-3%	-7	-2
Cc1ccc(-n2[nH]c(C)c(C=Nc3ccc(S(=O)(=O)Nc4nccs4)cc3)c2=O)cc1C
    -15	0.0%	u	8	1%	-28%	2%	-1	-1%	-6	-14
CSc1cccc(NC(=S)NC(=O)CCc2ccccc2)c1
    -10	0.4%	u	-1	2%	-3%	-2%	-3	-2%	-21	-8
O=C(O)c1cc(-c2ccc(-c3ccc(F)cc3)o2)nc2ccccc12
    u	-0.4%	u	-23	33%[activator]	x	-1%	2	2%	18	-14
CCOC(=O)c1c(C)oc2c1c(C(c1ccncc1)N1CCOCC1)c(O)c1ccccc12 (stereo unspecified)
    0	-0.2%	-16%	-48*	-1%	21%	1%	u	-5%	-11	-12
Cn1cc(Br)c(C(=O)NC2CCCCC2)n1
    -13	0.1%	1%	-2	-3%	-6%	-1%	-3	0%	6	-6
CC(NC(=O)c1ccc(Cl)cc1)C(=O)NC1=NCCS1 (stereo unspecified)
    5	4.9%	34%[activator]	1	14%	-2%	-2%	0	-2%	8	6
CCN(CC)C(=O)N1CCC(NC(=O)c2ccc(C(C)(C)C)cc2)CC1
    -2	-0.2%	-14%	-2	0%	1%	2%	3	-2%	4	-8
CC1CCCN(c2ccc(F)cc2N)C1 (stereo unspecified)
    -5	-0.2%	-29%	0	17%	-2%	0%	6	0%	-8	1
CCn1c(SCC(=O)Nc2cc(C)on2)nc2sc3c(c2c1=O)CCCC3
    -6	0.2%	10%	1	0%	-16%	-3%	17	-3%	-14	-10
O=C(COC(=O)c1cc([N+](=O)[O-])ccc1NCCO)Nc1cccnc1Cl
    -13	-0.6%	x	x	x	x	2%	x	x	10	0
O=C(CCc1ccc(S(=O)(=O)N2CCOCC2)cc1)N/N=C/c1ccc(F)cc1F
    2	0.1%	-11%	5	17%	-3%	1%	6	10%	2	2
CC(C)C(NC(N)=O)C(=O)NC1CCCCC1 (stereo unspecified)
    x	0.1%	10%	2	44%[activator]	1%	3%	2	-2%	x	x
COc1ccc(CCNCCN2CCOCC2)cc1
    -17	0.2%	-25%	2	-5%	-1%	-12%	-1	-7%	8	-5
C=CCNC(=O)/C(C#N)=C/c1ccc2c(c1)OCCO2
    -7	-0.2%	3%	-1	4%	-3%	1%	-2	1%	31	5
COc1ccccc1OC(C)C(=O)N1CC(=O)Nc2ccccc21 (stereo unspecified)
    -4	-0.3%	-4%	0	-6%	-2%	1%	-2	3%	-3	6
CC1SC(C)C(=O)N(CC(=O)NC2CCCCC2)C1=O (stereo unspecified)
    5	-0.1%	-6%	7	-1%	-6%	2%	9	2%	8	-5
O=C(C1CC(=O)N(c2ccccc2)C1)N1CCN(c2ccccc2)CC1 (stereo unspecified)
    -8	-0.6%	x	x	9%	-3%	0%	-1	-2%	-4	5
Cc1cc(C)c(S(=O)(=O)N2CCOCC2)c(C)c1N(C)S(=O)(=O)c1ccccc1
    3	-0.4%	x	x	6%	5%	2%	11	2%	x	9
COc1ccccc1/C=C/C(=O)Nc1ccc2c(c1)CCC2
    22	0.3%	10%	-6	14%	1%	1%	26	0%	-35	11
Cn1c2c(c(=O)n(C)c1=O)CN(Cc1ccc3c(c1)OCO3)CN2
    -12	-0.5%	0%	2	-2%	-7%	6%	1	-5%	-1	4
COC(=O)C1=NN(C(=O)c2ccc(C)cc2)C(O)(c2ccc(Cl)cc2)C1 (stereo unspecified)
    2	-0.4%	0%	5	71%[activator]	2%	-5%	10	-4%	-8	16
CCN(CC)S(=O)(=O)c1ccc2[nH]cc(C(=O)NCCc3ccccc3)c(=O)c2c1
    5	0.0%	2%	2	0%	-1%	1%	u	0%	-5	-18
Cc1ncc(CO)c2cc(C(=O)Nc3ccccc3Cl)c(=Nc3cccc(C(N)=O)c3)oc12
    4	-0.4%	10%	0	12%	x	1%	-3	x	-13	-1
COCCCn1c(SCC(=O)Nc2cccc(C)n2)nnc1-c1ccco1
    -2	-0.3%	8%	2	2%	1%	1%	0	0%	-3	1
CSc1nsc(SC)c1C(=O)NCCNS(=O)(=O)c1ccc(C)cc1
    -15	-0.6%	20%	0	1%	29%	0%	x	1%	7	-10
CC(=O)NS(=O)(=O)c1ccc(NC(=O)CSc2ccc(C)cc2)cc1
    -23	0.2%	2%	7	-2%	10%	-1%	5	0%	10	-1
